Lipid storage S3 = qHTS Assay for Lipid Storage Modulators in Drosophila S3 Cells | Drosophila S3 cells, BODIPY lipid droplet fluorescence, 18-24 h; cells fed with added oleic acid | lipid storage change, negative = inhibition, % at the top dose, mostly 46.1 µM; hits show Potency in µM | 320,000 tested, 0.64% active; active means well fitted inhibition curve with a large enough effect in the signal ratio, with a control signal flat, not every such curve was filed as active; inconclusive means small, poorly fitted or top-dose-only effect, or effect the other way, or a change in a side signal; the % refers to the signal ratio
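Laser-scanning cytometry quantifies lipid droplet accumulation (500–530 nm total intensity; droplet/cell object ratio) in oleic acid-fed (400 uM added) Drosophila S3 cells treated with a concentration series. 20 uM Triacsin C defined 100% inhibition.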
Lipid storage S3 cell count max = further read-out of Lipid storage S3, marked with its call; cell number change, %; measured here: cell count max response;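 cells counted by Cell Tracker Red CMTPX staining in the red channel; peak over a dose series mostly up to 46.1 µM; percent activity relative to internal control wells on each plate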
An asterisk follows results filed as active; i = inactive; ? = inconclusive; / = not tested or not shown. On the % scale 0 is the no-effect control and ±100 the full control effect; potency means the concentration at half of the fitted maximal effect. Some of the compounds tested; rates above refer to the full screens.

Under each structure: Lipid storage S3 | Lipid storage S3 cell count max
- CC(=O)n1cc(/C=N/NC(=O)c2ccc(Cl)cc2)c2ccccc21
    ? | /
- O=C(Nc1nc(-c2cc3ccccc3oc2=O)cs1)c1ccco1
    ? | /
- CCOc1cc(C(=O)NCC(=O)N/N=C/c2sccc2C)cc(OCC)c1OCC
    ? | /
- Cc1ccc(NC(=S)N(Cc2cccc(Br)c2)CC2CCC(C(=O)O)CC2)cc1Cl (stereo unspecified)
    13.4% | 1.5
- CN(C)S(=O)(=O)Nc1ccc(C(=O)O)cc1
    -5.2% | 4.4
- COc1ccc(NC(=O)NNC(=O)C(O)(c2ccccc2)c2ccccc2)cc1
    ? | /
- CCc1nc(N2CCCC2)c(C#N)c2c1CCCC2
    ? | /
- Cc1onc(-c2ccccc2)c1C(=O)Nc1ccc(N2CCOCC2)cc1
    ? | /
- Cc1ccccc1NS(=O)(=O)c1ccc(OCC(=O)N2CCCC2)cc1
    2.1% | -0.8
- O=[N+]([O-])c1ccc2nc(-c3ccccn3)[nH]c2c1
    ? | /
- COc1ccccc1N1CCN(C(=O)CCc2nnc3ccc(N4CCOCC4)nn23)CC1
    ? | /
- CCCCCCCN1N=C(C)C(C(=O)c2ccccc2)C1=O (stereo unspecified)
    ? | /
- CCn1c(/C=C/c2ccccc2Cl)nc2ccccc2c1=O
    ? | /
- COc1cc(NC(=O)COc2cc3oc(=O)cc(C)c3cc2Cl)cc(OC)c1OC
    i | 1.8
- CCc1ccc(C(C)NC(=O)/C=C/c2ccc(Br)cc2)cc1 (stereo unspecified)
    i | -17.9
- CCn1c(CN(C)c2ccccc2)nc2ccccc21
    ? | /
- COc1ccc(C(=O)Nc2ccc(C)cn2)c(OC)c1
    ? | /
- Cc1cc(NC(=O)c2ccc(Br)o2)ccc1NC(=O)c1ccco1
    ? | /
- CCOc1ccc(S(=O)(=O)Nc2ccc(OC)nc2)cc1
    ? | /
- CN(C)/C=C(\C#N)S(=O)(=O)C(C)(C)C
    9.7% | /
- CC(=O)NCc1ccc(S(=O)(=O)NC(C(=O)O)C(C)C)cc1 (stereo unspecified)
    ? | /
- Cc1cc(Cl)c2oc(C(=O)N3CCC(O)(c4ccccc4)CC3)c(C)c2c1
    ? | /
- Cc1c(NC(=O)CCC2CCCCC2)c(=O)n(-c2ccccc2)n1C
    -12.2% | -8.5
- O=C(Nc1cccc(Cl)c1)C1CCCN(S(=O)(=O)c2ccc(F)cc2)C1 (stereo unspecified)
    ? | /
- COc1ccccc1C(=O)C1CCCN(C(=O)c2ccccc2Cl)C1 (stereo unspecified)
    i | -13.5
- COCCNC(=O)c1cnn2c1NC(c1ccco1)CC2C(F)(F)F (stereo unspecified)
    5.7% | 1.2
- CCOC(=O)c1ccccc1NC(=O)COC(=O)CCC1CCCC1
    ? | /
- CC(C)(C)C(=O)n1nc(-c2ccccc2)oc1=O
    -0.4% | -1.0
- NC(=O)[C@@H]1CCCCNc2c(F)cc([N+](=O)[O-])cc2C(=O)N[C@@H](CCCN=C(N)N)C(=O)NCC(=O)N1
    -0.4% | 1.5
- O=C1/C(=C\c2ccc(O)cc2)SC(=S)N1Cc1ccccc1
    3.6% | -12.3
- COc1ccc(C(=O)NCc2nnc(SCC(=O)NCc3ccc(F)cc3)o2)cc1
    i | 0.6
- CCCOc1ccc(C2=CSC3=NCCN23)cc1[N+](=O)[O-]
    ? | /
- O=C(CN(CC1CCCO1)C(=O)CNS(=O)(=O)c1ccc(F)cc1)NCc1ccco1 (stereo unspecified)
    -1.1% | 5.7
- COc1ccc(N2CC(=O)N(c3ccc(OC)c(OC)c3)CC2=O)cc1OC
    1.3% | 0.5
- O=C(NCCN1CCCc2ccccc21)C1CCC(=O)N(CCc2ccccc2)C1 (stereo unspecified)
    ? | /
- O=C(Nc1cccc2c1CCCC2)c1ccc(Br)o1
    17.4% | 17.1
- CC(C)(C)NC(=O)NC(=O)COC(=O)C1(C)CC1(Cl)Cl (stereo unspecified)
    i | -16.6
- CC(C(=O)Nc1ccccn1)(c1ccccc1)c1ccccc1
    i | -19.6
- O=C(N/N=C\c1cn(-c2ccccc2)nc1-c1ccccc1)c1ccc(Br)o1
    23.1µM* | 6.8*
- COC(=O)Cn1c(=NC(=O)c2ccc([N+](=O)[O-])s2)sc2cc(Br)ccc21
    ? | /
- CC1CCN(C(=O)CNC(=O)Cc2ccccc2)CC1
    ? | /
- CC(C)(C)c1ccccc1OCCCCN1CCCC1
    ? | /
- CC1C(C)C(O)(c2ccccc2)CCN1C (stereo unspecified)
    13.9% | 3.4
- CC(NC(=O)CN(Cc1ccccc1)S(=O)(=O)c1ccccc1)c1cccnc1 (stereo unspecified)
    ? | /
- Cc1ccccc1NC(=O)c1c(C)cc(=O)oc1C
    -2.9% | /
- O=C(N/N=C/c1cccnc1)c1ccccc1OCc1ccc(Br)cc1
    -2.7% | -18.2
- COc1cccc(CN2CCNC(=O)C2CC(=O)NC2CCCCC2)c1OC (stereo unspecified)
    26.2% | -22.1
- COc1cc(/C=C2/NC(=O)N(Cc3ccccc3F)C2=O)ccc1Oc1ccc([N+](=O)[O-])cn1
    ? | /
- COc1ccc(C(CNC(=O)COc2ccccc2)N2CCOCC2)cc1 (stereo unspecified)
    ? | /
- CCCc1nn(-c2cc(Cl)ccc2OC)c2c1C(=O)CCC2
    ? | /
- CC(=O)N1CCOc2ccc(S(=O)(=O)NCc3ccc(C)cc3)cc21
    i | 23.9
- NC(N)=NN=C1CCCCCCCCCCC1
    ? | /
- O=C(NCCNc1ccc([N+](=O)[O-])cc1)c1ccco1
    3.0% | 14.1
- Cc1ccc(C)c(NC(=O)CN(C)C(=O)Cc2coc3cc(C)c(C)cc23)c1
    ? | /
- Cc1ccc(C(=O)C(NC(=O)c2ccco2)N2CCOCC2)cc1 (stereo unspecified)
    i | /
- COc1ccc(CCNC(=O)CSc2nncn2N)cc1OC
    i | /
- O=C(NC(CO)c1ccccc1)c1ccco1 (stereo unspecified)
    ? | /
- Cc1ccc(C)c(NC(=O)CN(C)C(=O)c2ccc(-c3cccc(C(F)(F)F)c3)o2)c1
    ? | /
- CCCCN(Cc1ccccc1)S(=O)(=O)c1ccc2c(c1)n(C)c(=O)c(=O)n2C
    ? | /
- COCCn1nnnc1CN1CCC(NC(=O)Nc2cccc(OC)c2)CC1
    10.1% | 0.9

Not a retest: two of the compounds above.
Under each structure: Lipid storage S3 | Lipid storage S3 cell count max
- COc1ccc(C(=O)NCc2nnc(SCC(=O)NCc3ccc(F)cc3)o2)cc1
    i | 0.6
- CCCOc1ccc(C2=CSC3=NCCN23)cc1[N+](=O)[O-]
    ? | /

New compounds follow
Under each structure: Lipid storage S3 | Lipid storage S3 cell count max
- COc1ccc(C(=O)C2CCCN(C(=O)Cn3ccc(C)n3)C2)cc1OC (stereo unspecified)
    24.9% | -0.7
- Cc1cc(CC(C)C)n(-c2nc3ccccc3c(=O)n2OCC(=O)N(C)C)n1
    ? | /
- Cc1ccc(S(=O)(=O)Nc2c(O)c3ccccc3oc2=O)cc1
    ? | /
- COC(=O)C1=C(C)NC(C)=C(C(=O)OC)C1c1ccc(OC(=O)c2ccco2)cc1
    6.5% | -15.8
- O=C(NCc1ccco1)c1sc2ccccc2c1Cl
    ? | /
- CS(=O)(=O)O/N=C1\CCCCC1c1ccc([N+](=O)[O-])cc1[N+](=O)[O-] (stereo unspecified)
    -3.5% | 5.4
- CC(C)(C)C(=O)Nc1cc(S(=O)(=O)N2CCCCC2)ccc1N1CCCCC1
    ? | /
- COc1ccccc1NC(=O)CCNS(=O)(=O)c1ccc2c(c1)CCN2C(C)=O
    ? | /
- C=CCOc1ccc(/C=C2\SC(=S)N(CCC(=O)O)C2=O)cc1
    17.4% | 13.2
- O=C(NCCSc1ccccn1)c1ccc(Cl)cc1
    -1.4% | 1.1
- Cc1[nH]c2ccccc2c1SCc1ccccc1
    ? | /
- COC(=O)NNC(=O)c1ccc(C(C)(C)C)cc1
    -4.5% | -10.1
- Cn1c(N)c(C(=O)COC(=O)C2=NNC(=O)CC2)c(=O)n(C)c1=O
    0.0% | 14.7
- O=C(CN(Cc1ccccc1)C(=O)CNS(=O)(=O)c1ccccc1)NCC1CCCO1 (stereo unspecified)
    ? | /
- Cc1nc2ncnn2c(C)c1CCC(=O)N1CCc2ccccc2C1
    ? | /
- Cc1nc(N2CCN(C)CC2)c2cc(-c3ccccc3)sc2n1
    -1.3% | 11.7
- Nc1nc2nc(-c3ccccc3)cc(=O)n2[nH]1
    ? | /
- O=C(CN1C(=O)c2ccccc2C1=O)N(CCO)Cc1ccccc1
    18.3% | 5.7
- O=C(c1ccc(F)cc1)N1CCC(N2CCCCCC2)CC1
    ? | /
- O=c1oc2ccccc2cc1-c1cn2cccnc2n1
    ? | /
- CC(=O)c1c(N)c(C#N)c(C)n1-c1ccc(Br)cc1
    ? | /
- CN(C(=O)c1coc(=O)c2ccccc12)c1ccc(Br)cc1
    ? | /
- O=C(N/N=C/c1ccc(Br)s1)c1ccc([N+](=O)[O-])cc1
    ? | /
- COC(=O)c1sccc1OC(C)C(C)=O (stereo unspecified)
    9.9% | 21.7
- O=C(COC(=O)c1cccc(F)c1)NC(=O)NC1CCCC1
    ? | /
- CCOC(=O)N1CCN(S(=O)(=O)c2cccc3nonc23)CC1
    -9.8% | -6.8
- CC(C)C(O)P(=O)(OCc1ccccc1)c1ccc(N(C)C)cc1 (stereo unspecified)
    -6.1% | -0.2
- O=C(Nc1cccc(C(F)(F)F)c1)C1CC(=O)N(CCc2ccccc2)C1 (stereo unspecified)
    ? | /
- Cc1ccc(CC(=O)NCCS(=O)c2ccc(Cl)cc2)cc1 (stereo unspecified)
    ? | /
- CC(=O)NCCc1nc2cc(NC(=O)c3ccc([N+](=O)[O-])cc3)ccc2n1C
    ? | /

The last four entries of the section before come first, to join the parts:
Under each structure: Lipid storage S3 | Lipid storage S3 cell count max
- CC(C)C(O)P(=O)(OCc1ccccc1)c1ccc(N(C)C)cc1 (stereo unspecified)
    -6.1% | -0.2
- O=C(Nc1cccc(C(F)(F)F)c1)C1CC(=O)N(CCc2ccccc2)C1 (stereo unspecified)
    ? | /
- Cc1ccc(CC(=O)NCCS(=O)c2ccc(Cl)cc2)cc1 (stereo unspecified)
    ? | /
- CC(=O)NCCc1nc2cc(NC(=O)c3ccc([N+](=O)[O-])cc3)ccc2n1C
    ? | /
- Cc1nc(-c2cccc(NC(=O)c3ccc(Br)o3)c2)cs1
    i | /
- OCc1nnn(-c2ccccc2)c1CO
    ? | /
- Cc1ccc(NC(=S)NCc2ccc(Cl)cc2)c(C)c1
    -17.9% | 15.3
- O=C(COC(=O)c1ccncc1)Nc1cc(Cl)c(Cl)cc1Cl
    7.3% | 3.2
- CCOC(=O)N1CCN(CC(O)c2ccc3cc[nH]c3c2)CC1 (stereo unspecified)
    ? | /
- CCCN1Cc2cccc(C(=O)Nc3ccc4c(c3)OCCO4)c2C1=O
    ? | /
- COc1ccc2oc(=Nc3ccccc3)c(-c3nc4ccccc4[nH]3)cc2c1
    ? | /
- CCOC(=O)C1CCN(C(=O)Cn2ncc3c([nH]c4ccccc43)c2=O)CC1
    i | 13.0
- COC(=O)c1c(C(=O)OC)c2cc(C)ccn2c1Cl
    ? | /
- c1ccc(-c2oc3ncnc(N4CCOCC4)c3c2-c2ccccc2)cc1
    ? | /
- CC1(C)CC(=O)C=C(Nc2ccc(F)c(Cl)c2)C1
    6.9% | 6.7
- CCCCC1=CC2=CC(=O)C(C)(OC(=O)CC)C(=O)C2=CN1Cc1ccccc1 (stereo unspecified)
    ? | /
- CN(C)S(=O)(=O)c1ccc(NC(=S)NC(=O)Cc2ccccc2)cc1
    -9.1% | -6.9
- Cc1nn(CC(=O)N(C)C)c(C)c1S(=O)(=O)N1CCOCC1
    ? | /
- CC(C)C(C)(C#N)NC(=O)CSc1nc2scc(-c3ccccc3)c2c(=O)[nH]1 (stereo unspecified)
    ? | /
- COC(=O)N/N=C/c1cn(CCOc2ccccc2)c2ccccc12
    16.4% | 14.8
- COc1ccc(CCNC(=O)CCS(=O)(=O)c2ccc3c(c2)NC(=O)CS3)cc1OC
    i | -7.4
- Cc1cc2nc(C)c3c(n2n1)CCC3
    ? | /
- COCCOC(=O)C1=C(C)N=C2SCCC(=O)N2C1/C=C/c1ccccc1 (stereo unspecified)
    ? | /
- Cc1oc(C)c2c(=O)ccc3c(c12)OC(N)=C(C#N)C3c1ccccc1Cl (stereo unspecified)
    -0.6% | 12.8
- C=CCn1c2ccccc2c2nnc(SCN3C(=O)c4ccccc4C3=O)nc21
    ? | /
- C[C@@H]1C[C@H]2[C@@H]3CCC4=CC(=O)C=C[C@]4(C)[C@@]3(F)[C@@H](O)C[C@]2(C)[C@@]1(O)C(=O)CO
    ? | -9.0
- COc1ccc(CN2CCc3ccc(NC(=O)CCc4ccccc4OC)cc3C2)c(O)c1
    ? | /
- O=C(CCCc1cccs1)NCCc1c[nH]c2ccccc12
    15.4% | 3.3
- COc1ccc(NC(=O)C2CCN(S(=O)(=O)c3cccs3)CC2)cc1OC
    ? | /
- CCn1cc(C(=O)NCCCN2CC(C)CC(C)C2)c(=O)c2cc(S(=O)(=O)N(C)C)ccc21 (stereo unspecified)
    ? | /
- CCOC(=O)Cc1cc(=O)[nH]c(/N=C(/NC(=O)c2ccccc2)Nc2ccccc2C(F)(F)F)n1
    ? | /
- CCOc1ccc(NC(=O)CCN2CCN(c3ccccc3OC)CC2)cc1
    ? | /
- CCCCCSc1nnc(-c2ccccc2N)c(=O)[nH]1
    ? | /
- O=c1c2c(nc3n1CCCCC3)sc1c(O)cccc12
    ? | /
- C=CCn1cccc(C(=O)Nc2ccc(SC)cc2)c1=O
    4.11µM* | 16.6*

Screening data (PubChem)
